Assay outcomes as filed in PubChem BioAssay.
Pf growth 48h – P. falciparum growth inhibition at 48 hours (one generation) | P. falciparum luciferase growth in erythrocytes, 48 h | Potency, µM (series often up to 28.7 µM), for the others: top-dose activity change, negative = inhibition, usual class: inhibitors | actives 5.9% (n = 310,000)
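Compounds are pin-transferred into medium, infected erythrocytes (2% hematocrit, 0.1% parasitemia final) are added, and plates sit one parasite generation at 37 C in 5% CO2. Detection reagent is then added and luminescence measured.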
Sm TGR block – blocks Schistosoma mansoni thioredoxin glutathione reductase | Q962Y6 | purified TGR, DTNB reduction, TNB absorbance 405 nm | Potency, µM (series often up to 114 µM), inactives show at the highest dose activity change, negative = inhibition, actives largely listed as inhibitors | actives 3% (n = 360,000); note: nearly all actives have a fitted effect of over 60% in size
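Kinetic colorimetric format: TGR-catalysed, NADPH-driven DTNB reduction monitored via TNB absorbance. Enzyme dispensed at 20 nM; compound exposure 15 min at room temperature before reaction start.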
LmPK inhibitor – blocks Leishmania mexicana pyruvate kinase activity; Potency, µM (highest dose often 57.5 µM), inactives show top-dose activity change, negative = inhibition, most hits filed as inhibitors; purified LmPK, Kinase-Glo ATP luminescence, 1 h; actives 0.37% (n = 290,000)
Target sequence (Q27686 whole entry, looked up): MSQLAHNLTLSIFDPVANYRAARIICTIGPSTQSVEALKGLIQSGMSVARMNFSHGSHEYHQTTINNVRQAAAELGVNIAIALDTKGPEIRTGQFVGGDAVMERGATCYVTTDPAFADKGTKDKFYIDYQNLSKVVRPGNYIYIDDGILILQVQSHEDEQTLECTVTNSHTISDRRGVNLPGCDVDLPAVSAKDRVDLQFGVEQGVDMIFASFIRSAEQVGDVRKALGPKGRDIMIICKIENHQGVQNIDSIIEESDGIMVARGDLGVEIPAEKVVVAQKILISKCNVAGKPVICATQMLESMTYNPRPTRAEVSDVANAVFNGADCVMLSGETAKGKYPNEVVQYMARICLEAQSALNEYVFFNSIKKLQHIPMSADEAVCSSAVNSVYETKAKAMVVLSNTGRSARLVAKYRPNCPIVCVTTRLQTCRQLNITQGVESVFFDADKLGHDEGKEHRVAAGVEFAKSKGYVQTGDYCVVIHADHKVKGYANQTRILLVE
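Pyruvate kinase activity monitored as ATP production (luciferase luminescence). Conditions: 0.1 nM enzyme, 0.5 mM PEP, 0.1 mM ADP, 1 h, RT; normalized against uninhibited and no-enzyme wells.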
HCV inhibitor – inhibitors of hepatitis C virus infection; Potency, µM (top dose mostly 41.8 µM), without a hit: top-dose activity change, negative = inhibition, most hits filed as inhibitors; actives 3.4% (n = 340,000); Huh7.5.1 HCVcc-Cre infection, luciferase reporter, 44 h
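Infectious HCV cell culture screen: compound-treated cells (1,000/well, pre-plated 4 h) are infected with HCVcc-Cre at roughly 0.5 moi and grown 44 h. Infection is quantified by luciferase signal after 15 min substrate incubation at room temperature.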
Tb PYK inh – T. brucei pyruvate kinase inhibition. Q57TT1. TbPYK enzyme, Kinase-Glo Plus ATP luminescence, 45 min. Potency, µM (top dose mostly 76.8 µM), for the others: at the top dose activity, negative = inhibition, most hits filed as inhibitors. actives 0.12% (n = 410,000). AID 624173; note: nearly all actives have a fitted effect of over 50% in size
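Activity of T. brucei pyruvate kinase was followed by Kinase-Glo Plus luminescence after the enzyme reacted 45 min at room temperature with 130 uM ADP (final) and substrate. Test compounds were added before ADP at multiple concentrations.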
Pf growth 96h – inhibits malaria parasite growth, 96 h; P. falciparum luciferase reporter growth, 96 h; actives 6.9% (n = 320,000); Potency, µM (top dose mostly 28.7 µM), inactives show at the highest dose activity change, negative = inhibition, most hits filed as inhibitors; AID 504834
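Parasite growth measured via integrated firefly luciferase reporter in P. falciparum. Infected erythrocytes at 2% hematocrit, 0.05% parasitemia final were treated 96 hours at 37 C under 5% CO2, and luminescence was read.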
Starred values were filed as active, the others as inactive; ? = inconclusive; / = not tested or not shown; ! = a repeat was not active; [ ] = another dose, or the depositor's remark. Calls come from the whole dose curve; as a rule, active = well fitted curve in the direction sought with a large enough effect; inconclusive = small, poorly fitted or top-dose-only effect, or another doubt; inactive = no such curve, though single readings can be large; an effect the other way counts as inactive or inconclusive. % is set by controls: 0 for no effect and ±100 for the full control effect; potency is the fitted concentration of half-maximal effect.

Each structure is followed by: Pf growth 48h, Sm TGR block, LmPK inhibitor, HCV inhibitor, Tb PYK inh, Pf growth 96h
O=C(NCc1ccc2c(c1)OCO2)C1CCCCC1
→ 16%, -3%, -8%, 24%, 3%, ?
Cc1cccc(CNC(=O)C(C)n2nc(C)c3c(C)n(-c4ccccc4)nc3c2=O)c1 (centres undefined)
→ ?, -22%, -12%, 10µM*, 0%, 10µM*
O=C(CCc1ccccc1)Nc1cc(C(F)(F)F)ccc1Cl
→ -18%, 7%, 2%, /, 2%, 0%
COC(=O)C1(CC2CC(c3ccncc3)=NO2)CCN(C(=O)OC(C)(C)C)CC1 (centres undefined)
→ ?, -17%, /, ?, 2%, ?
C#CCOCCOCCOCCNc1nc(N2CCN(C(=O)CCCCCCCCCCNC(=O)[C@H](CCCCN)n3cc(CCO)nn3)CC2)nc(N2CCN(C(=O)CCCCCCCCCCNC(=O)[C@H](CCCN=C(N)N)n3cc(C[C@@H](C)CC)nn3)CC2)n1
→ 12µM*, -21%, /, ?, -6%, 4.7µM*
CCOC(=O)C1CCCN(C(=O)c2cccc(N3C(=O)c4ccccc4C3=O)c2)C1 (centres undefined)
→ ?, -14%, /, -5%, 0%, -12%
CCc1ccc(NC(=O)c2ccc(Cn3cc([N+](=O)[O-])cn3)cc2)cc1
→ -24%, 3%, 3%, ?, 0%, ?
COC(=O)C(C(=O)OC)C(C[N+](=O)[O-])c1ccc(OC)cc1 (centres undefined)
→ 15%, -1%, -3%, -6%, -4%, 45%[activator]
CCn1c(SCC(=O)N2CCCC2)nc2c1c(=O)n(C)c(=O)n2C
→ 4%, -1%, 0%, 17%, 1%, 14%
Cc1cccc(C)c1NC(=O)CNC(=O)CCNC(=O)c1ccco1
→ -5%, -6%, /, -3%, -9%, -27%
CS(=O)(=O)N(CC(=O)Nc1ccccc1C(=O)N1CCOCC1)c1ccccc1
→ 0%, 37%[activator], -2%, 4%, -3%, 26%
COc1ccccc1CC(=O)N1CCN(c2ccccc2F)CC1
→ 26%, -2%, -6%, -7%, 0%, ?
CCOCC(=O)Nc1nnc(COCC)s1
→ 4%, 8%, -7%, 12%, 2%, /
CCOC(=O)NC1(C(F)(F)F)NC(=O)N(C2CCCCC2)C1=O (centres undefined)
→ /, 4%, -17%, 7%, -4%, -15%
CCCOc1ccc(C(=O)CCC(=O)OC(C)C(=O)Nc2ccc(NC(C)=O)cc2)cc1 (centres undefined)
→ 21%, -18%, /, 27%, -3%, 20%
CCOc1ccc(/C(O)=C2/C(=O)C(=O)N(CCCN3CCOCC3)C2c2ccc(C)cc2)cc1C (centres undefined)
→ 159%[activator], -19%, 1%, 6%, -4%, 39%[activator]
Cc1cccc2cc(C(c3nnnn3CC3CCCO3)N3CCCC4(CCCCC4)C3)c(=O)[nH]c12 (centres undefined)
→ ?, -9%, 10%, /, /, /
O=C(Nc1cccc(Cl)c1)c1csc(-c2ccccc2)n1
→ 19%, 2%, 2%, -1%, 2%, 61%[activator]
COc1ccc(OC)c(Cc2nnc(CCC(=O)NC3CCCCCCC3)o2)c1
→ -18%, /, 0%, 12%, -8%, ?
CC(CO)(CO)NC(=O)c1ccc(=O)[nH]n1
→ -3%, 7%, -5%, 6%, -2%, 90%[activator]
Cc1cc(Nc2ccc(Cl)cc2)nc(-c2ccccc2O)n1
→ ?, 0%, 1%, 11µM*, 1%, ?
COC(=O)C1CCN(S(=O)(=O)Cc2ccccc2)CC1
→ 25%, -9%, 1%, -14%, -2%, 173%[activator]
COc1cccc(OCc2cc(C(=O)N(C)Cc3nc(C)cs3)no2)c1
→ 9%, 0%, -6%, -2%, 0%, 6.6µM*
CCn1cc([N+](=O)[O-])c(C(=O)N2N=C(c3ccc(OC)cc3OC)CC2c2ccccc2O)n1 (centres undefined)
→ ?, 3%, -3%, -7%, -3%, 10µM*
Cc1cccn2c(=O)c3cc(C(=O)NC4CCCCCC4)sc3nc12
→ ?, 35µM*, 3%, 12%, -2%, ?
CC1(C)CC2(CCO1)C(Nc1ccccc1)=NC(=S)N2CC(N)=O (centres undefined)
→ -26%, 11%, -4%, 24%, 0%, -26%
CCn1cc(CCC(=O)NC2CCCC2)c2ccccc21
→ ?, -1%, 7%, ?, 3%, -7%
CCn1cc(Cl)c(C(=O)Nc2ccccc2C(N)=O)n1
→ 83%[activator], -2%, 4%, -2%, 2%, 13µM*
Cc1nnc2c(SC(C)C)nc3ccccc3n12
→ -28%, 7%, 0%, ?, -1%, 347%[activator]
COc1ccccc1C(=O)N/N=C(\C)CC(=O)Nc1ccc(Cl)cn1
→ 9%, -26%, -5%, 3%, 0%, 20%

Ordered by heavy-atom count (smallest number first): part of the list above
Each structure is followed by: Pf growth 48h, Sm TGR block, LmPK inhibitor, HCV inhibitor, Tb PYK inh, Pf growth 96h
CCn1cc(CCC(=O)NC2CCCC2)c2ccccc21
→ ?, -1%, 7%, ?, 3%, -7%
COC(=O)C(C(=O)OC)C(C[N+](=O)[O-])c1ccc(OC)cc1 (centres undefined)
→ 15%, -1%, -3%, -6%, -4%, 45%[activator]
CC1(C)CC2(CCO1)C(Nc1ccccc1)=NC(=S)N2CC(N)=O (centres undefined)
→ -26%, 11%, -4%, 24%, 0%, -26%
Cc1cccc(C)c1NC(=O)CNC(=O)CCNC(=O)c1ccco1
→ -5%, -6%, /, -3%, -9%, -27%
CS(=O)(=O)N(CC(=O)Nc1ccccc1C(=O)N1CCOCC1)c1ccccc1
→ 0%, 37%[activator], -2%, 4%, -3%, 26%
Cc1cccc(CNC(=O)C(C)n2nc(C)c3c(C)n(-c4ccccc4)nc3c2=O)c1 (centres undefined)
→ ?, -22%, -12%, 10µM*, 0%, 10µM*

Further compounds
Each structure is followed by: Pf growth 48h, Sm TGR block, LmPK inhibitor, HCV inhibitor, Tb PYK inh, Pf growth 96h
O=C(OCn1ncc(Cl)c(Cl)c1=O)c1ccccc1Cl
→ 0%, 7.1µM*, -5%, 4µM*, -1%, 6%
CC1CCCC(C)N1c1nnc(NC(=O)c2cc(-c3ccc(Br)cc3)on2)s1 (centres undefined)
→ /, -2%, 8%, 15%, -1%, ?
CCCOC(=O)c1ccc(NC(=O)C(CC)CC)cc1
→ 89%[activator], -7%, 1%, -11%, -7%, 2%
COc1cc([N+](=O)[O-])ccc1N1C(=O)CC(Sc2nccc(C)n2)C1=O (centres undefined)
→ -6%, ?, 0%, 11%, 1%, ?
COc1ccc(C)cc1NC(=O)C1CCCN(S(=O)(=O)c2cnc[nH]2)C1 (centres undefined)
→ /, -6%, 2%, -1%, -1%, 12µM*
O=C(COC(=O)CCc1nc2ccccc2n1-c1ccccc1)Nc1cccc(Cl)c1
→ 6%, -2%, 3%, 2%, 3%, 26%
CCOC(=O)c1ccc(NC(=S)NCc2ccco2)cc1
→ 0%, 11µM*, 5%, -4%, 4%, -15%
Cc1oc(-c2ccc(F)cc2)cc1-c1nn2c(-c3ccoc3C)nnc2s1
→ ?, ?, 1%, -13%, -5%, ?
CN1CCN(NC(=O)CN2C(=O)S/C(=C\c3c(Cl)cccc3Cl)C2=O)CC1
→ -21%, 7%, 1%, 7%, -4%, ?
COc1ccc2cc(C(c3nnnn3C3CCCC3)N3CCCCCC3)c3nnnn3c2c1 (centres undefined)
→ 3%, -5%, 4%, -6%, -4%, -17%
CC(CCc1ccccc1)NC(=O)COC(=O)c1ccccc1Br (centres undefined)
→ 17%, -1%, -1%, 11%, 2%, 31%[activator]
C[C@]12CCC(=O)C=C1CC[C@@H]1C2[C@H](O)C[C@]2(C)C(=O)CCC12 (some centres undefined)
→ -7%, -6%, 0%, 15%, -10%, -1%
CC(=O)Nc1ccc(C(=O)COC(=O)c2cccs2)c(F)c1
→ -11%, -10%, /, 9%, -2%, -8%
Cc1ccc(NC(=O)CN(C)C(=O)c2cc(-c3ccco3)nc3ccccc23)cc1
→ 10µM*, 6.3µM*, /, ?, ?, ?
CCOc1cccc(CNc2ccc(O)cc2)c1OCc1ccccc1Cl
→ ?, 45µM*!, -2%, ?, ?, ?
COc1cc(C(=O)NCCNc2nc3cc(C)ccc3cc2C#N)cc(OC)c1OC
→ -25%, 3%, 4%, -7%, -8%, 153%[activator]
O=C(CSc1n[nH]c(=O)[nH]c1=O)NC1CC1
→ -20%, 7%, 2%, 11%, -1%, 4%
CC(C)C1Cc2c(sc3c2c(=O)n(-c2ccccc2)c2n[nH]c(=S)n32)CO1 (centres undefined)
→ -12%, -34%, -13%, 14%, ?, -9%
CCN(C(=O)CCS(=O)(=O)c1ccc(Br)cc1)c1ccc2c(c1)OCO2
→ -11%, ?, -12%, 2%, 2%, 18%
N/C(=N\OC(=O)c1ccc(Cl)cc1)c1[nH]ncc1Br
→ 233%[activator], -3%, 10µM*, 12%, ?, 381%[activator]
Cn1nc(C(F)(F)F)cc1-c1ccc(/C=C(\C#N)C(=O)c2cccc(C(F)(F)F)c2)s1
→ 68%[activator], 10%, 0%, 1%, 1%, 54%[activator]
Cc1[nH]c2ccc(C(=O)NC3CCCC3)cc2c1C
→ 1%, -1%, /, -6%, 2%, -27%
CCC(=O)NC(c1ccco1)c1cc(Br)c2cccnc2c1O (centres undefined)
→ ?, 35µM*, /, /, -3%, ?
CCc1cccc(CC)c1NC(=O)COC(=O)Cc1ccsc1
→ -9%, -13%, 2%, 7%, 0%, 20%
O=C(CN1CCN(S(=O)(=O)c2ccc(F)cc2)CC1)NCC1(N2CCOCC2)CCCCC1
→ ?, 5%, /, 13%, 3%, -15%
CC(NC(=O)C(=O)NCCc1c[nH]c2ccccc12)c1ccccc1 (centres undefined)
→ -5%[0.00184 µM], 6%, -3%, -10%, -5%, 9%
O=C(COc1cc(Cl)ccc1Cl)Nc1ccc2c(c1)CCC2
→ 49%[activator], -26%, 0%, ?, 1%, 56%[activator]
O=C1c2ccccc2C(=O)C1Cc1cccc2ccccc12
→ /, 56µM*, 20%, 20%, -5%, 19%
COc1ccccc1N1CCN(Cc2cccc(OC)c2O)CC1
→ 7.4µM*, 3%, -4%, -21%, -12%, ?
O=C1Nc2ccccc2O/C1=C\c1c(F)cccc1Cl
→ ?, 10%, 0%, 10µM*, 2%, -59%

Each structure is followed by: Pf growth 48h, Sm TGR block, LmPK inhibitor, HCV inhibitor, Tb PYK inh, Pf growth 96h
COc1ccc(Cl)cc1NC(=O)CN(C)C(=O)COc1ccccc1F
→ -1%, 5%, -4%, -30%, -12%, ?
COc1ccc(N(C(=O)c2snc(C(N)=O)c2N)C(C(=O)NCc2ccccc2)c2ccc(F)cc2)c(OC)c1 (centres undefined)
→ 10µM*, -1%, 0%, ?, 6%, 25%
CCC(=O)Nc1cccc(-n2nnnc2SCC(=O)NCc2ccco2)c1
→ 18%, -4%, -3%, -26%, -6%, ?
O=C(c1noc2c1CCCC2)N1CCCC(N2CCN(c3ccccc3F)CC2)C1 (centres undefined)
→ ?, -25%, 3%, -24%, 1%, ?
O=S(=O)([N-]c1nc2ccccc2nc1-[n+]1ccc(-c2ccncc2)cc1)c1ccccc1
→ ?, 3%, 2%, 16%, -15%, ?
CC(C)c1nc(SCC(=O)Nc2cccc(S(N)(=O)=O)c2)n[nH]1
→ /, -4%, 2%, 0%, 3%, -15%
CC(=O)C1=C(O)C(=O)N(c2ccccn2)C1c1ccc(Cl)cc1 (centres undefined)
→ 0%, ?, 2%, 23%, 1%, -17%
